HT1080 IDH1KD tx: qHTS for induction of synthetic lethality in tumor cells producing 2HG: qHTS for the HT-1080-IDH1KD cell line. 2% of 360,000 active. HT-1080 IDH1 knockdown viability, ATP luminescence, 48 h. Potency, µM (doses to about 46.1 µM), without a hit: top-dose activity, negative = toxicity, usual class: cytotoxic;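 further: potency means the concentration at half of the fitted maximal effect; 0% = DMSO wells and -100% = cell-free medium wells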
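After a 2 h attachment period, IDH1KD HT-1080 cells took pin-transferred compound for 48 h at 37 °C; ATP-based luminescence after 10 min room-temperature reagent incubation reported viability.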
HepG2 viability: qHTS for Inhibitors of TGF-b: Cytotox Counterscreen. HepG2 CAGA-GFP viability, ATP luminescence, 18 h. Potency, µM (doses to about 46.1 µM), for the others: top-dose activity change, negative = cytotoxicity, usual class: cytotoxic. 0.76% of 410,000 active. AID 588856, 2011; further: potency means the concentration at half of the fitted maximal effect; some results filed as inactive show a strong effect at the top dose
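CellTiter-Glo luminescence gave cytotoxicity after 18 hours at 37 degrees C. The cells were HepG2 CAGA-GFP in 1% FBS DMEM, stimulated with 500 pg/mL TGF-beta after compound addition. %Activity was normalised to no-cell wells (complete cell-killing) and DMSO (no toxicity), and curves were fitted and classified.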
ATXN viability: Viability Counterscreen for Primary qHTS for Inhibitors of ATXN expression; S2 cells (HEK-293 line with an ATXN2-luciferase reporter) viability, CellTiter-Fluor protease fluorescence, 24 h; Potency, µM (highest dose often 56.7 µM), hits mostly cytotoxic; 0.49% of 400,000 active; AID 651635, 2014; further: potency means the concentration at half of the fitted maximal effect; nearly all actives have a fitted effect of over 40% in size
ATXN2 expr inh: Primary qHTS for Inhibitors of ATXN expression. HEK-293 ATXN2-luciferase reporter, luminescence, 24 h. Potency, µM (highest dose often 57 µM), for inactives: at the highest dose activity change, negative = inhibition, most hits filed as inhibitors. 0.72% of 360,000 active. AID 1745845, 2022; further: potency means the concentration at half of the fitted maximal effect; on the % scale 0 is the no-effect control and ±100 the full control effect; nearly all actives have a fitted effect of over 55% in size
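qHTS (up to 57 uM final) was run with 24 h compound exposure of reporter cells at 37 °C. Each well was multiplexed: SteadyGlo luminescence measured ATXN2-luciferase expression after a fluorogenic Gly-Phe-AFC viability readout (25 uM final).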
IL-1B inflam inh: qHTS for Inhibitors of Inflammasome Signaling: IL-1-beta AlphaLISA Primary Screen; THP-1 LPS/ATP IL-1B secretion, AlphaLISA, 16 h; active compounds read low; activity change, % at 57.5 µM; 4.7% of 360,000 active; AID 743279, 2014; in the data active means activity change below about -50%; inconclusive means mostly about -30% to -49%; further: on the % scale 0 is the no-effect control and ±100 the full control effect
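THP-1 cells pretreated 1 hr with compounds (up to 57.5 uM final), then stimulated with LPS (250 ng/mL final) plus ATP (1.25 mM final); secreted IL-1B measured by AlphaLISA after 16 hr, decreased signal indicating inhibition.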
MCF10A rereplic: A quantitative high throughput screen for small molecules that induce DNA re-replication in MCF 10a normal breast cells; MCF 10A DNA re-replication, Hoechst nuclear intensity, 48 h; Potency, µM (highest dose often 46.1 µM), inactives show at the highest dose activity, positive = re-replication, usual class: activators; 2.9% of 350,000 active; AID 624296, 2012; further: potency means the concentration at half of the fitted maximal effect; % of control where 0% means no effect; nearly all actives have a fitted effect of over 50% in size
KB-3-1 cytotox: qHTS assay for MDR1-selective chemotherapeutics: Primary screen using the parental adenocarcinoma cell KB-3-1. KB-3-1 viability, CellTiter-Glo ATP luminescence, 72 h. Potency, µM (titrated, usually from 46.1 µM), for inactives: at the top dose activity change, negative = cytotoxic, actives largely listed as cytotoxic. 1.4% of 400,000 active. AID 1347075, 2019; further: potency means the concentration at half of the fitted maximal effect; on the % scale 0 is the no-effect control and ±100 the full control effect; nearly all actives have a fitted effect of over 60% in size
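Viability of parental KB-3-1 cells, measured by CellTiter-Glo luminescence, followed a 72 h incubation at 37 °C with pinned compounds in phenol-red-free DMEM containing 10% FBS.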
HT1080-NT tox: qHTS for induction of synthetic lethality in tumor cells producing 2HG: qHTS for the HT-1080-NT fibrosarcoma cell line. HT-1080-NT fibrosarcoma viability, CellTiter-Glo ATP luminescence, 48 h. Potency, µM (titrated, usually from 46.1 µM), inactives show top-dose activity, negative = less viability, hits mostly cytotoxic. 1.6% of 360,000 active;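 further: NT is the 2HG producing partner of a matched IDH1 knockdown line; potency means the concentration at half of the fitted maximal effect; 0% = DMSO-treated cells and -100% = media-only wells without cells; nearly all actives have a fitted effect of over 55% in size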
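A 48-hour cytotoxicity screen used HT-1080-NT cells plated 2 hours before compound delivery. ATP-based CellTiter-Glo luminescence measured viability, normalized to DMSO and no-cell controls.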
SW480 rerep: A quantitative high throughput screen for small molecules that induce DNA re-replication in SW480 colon adenocarcinoma cells; Potency, µM (doses to about 46.1 µM), without a hit: at the top dose re-replication activation, usual class: activators; 1.8% of 340,000 active; AID 624297, 2012; SW480 DNA re-replication, Hoechst DNA content imaging, 48 h; further: potency means the concentration at half of the fitted maximal effect; % of control where 0% means no effect; nearly all actives have a fitted effect of over 55% in size
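Readout is total intensity of Hoechst-stained nuclei, excited at 405 nm and collected at 500-530 nm. Compound treatment lasted 48 hr at 37 C in 5% CO2 before staining.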
An asterisk follows results filed as active; [ ] = another dose, or the depositor's remark. Unless noted, the call rests on the fitted dose curve; in most records, active means well fitted curve in the direction sought with a large enough effect; inconclusive means small, poorly fitted or top-dose-only effect, or another doubt; inactive means no such curve, though single readings can be large; an effect the other way counts as inactive or inconclusive.

What do the screens show for `Cc1cc(/C=N/NC(=O)c2ccsc2)c(C)n1-c1cnccn1`?
HT1080 IDH1KD tx: -24%; HepG2 viability: 2%; ATXN viability: inactive; IL-1B inflam inh: 13; MCF10A rereplic: inconclusive; KB-3-1 cytotox: -1%; HT1080-NT tox: -8%; SW480 rerep: 14%

What do the screens show for `O=S(=O)(N=C(NS(=O)(=O)c1ccc(Cl)cc1)c1ccccc1)c1ccc(Cl)cc1`?
HT1080 IDH1KD tx: -5%; HepG2 viability: 2%; ATXN viability: inactive; ATXN2 expr inh: -6%; IL-1B inflam inh: 5; MCF10A rereplic: 5%; KB-3-1 cytotox: inconclusive; HT1080-NT tox: -10%; SW480 rerep: 1%

How did Cc1ccc(C2CC(C(F)F)n3ncc(C(=O)Nc4cnn(Cc5ccccc5C)c4)c3N2)cc1 (configuration not stated) do in these assays?
HT1080 IDH1KD tx: inconclusive; HepG2 viability: -30%; ATXN viability: inactive; ATXN2 expr inh: -5%; IL-1B inflam inh: -14; MCF10A rereplic: inconclusive; KB-3-1 cytotox: -25%; HT1080-NT tox: inconclusive; SW480 rerep: 9%

Results for CC(C)(C)S(=O)(=O)/C(C#N)=N/Nc1ccc(S(C)(=O)=O)cc1 ?
HT1080 IDH1KD tx: 24%; HepG2 viability: 0%; ATXN viability: inconclusive; ATXN2 expr inh: -16%; IL-1B inflam inh: -1; MCF10A rereplic: 8%; KB-3-1 cytotox: 18%; HT1080-NT tox: 4%; SW480 rerep: 5%

What do the screens show for `Cc1nc2nc[nH]n2c(=O)c1NS(=O)(=O)c1ccc(F)cc1`?
HT1080 IDH1KD tx: 7%; HepG2 viability: 3%; ATXN viability: inactive; ATXN2 expr inh: 2%; IL-1B inflam inh: 3; MCF10A rereplic: -9%; KB-3-1 cytotox: 1%; HT1080-NT tox: inconclusive; SW480 rerep: -20%

How did O=C(O)c1ccc(/C=N/NC(=O)c2cc(-c3cccs3)nc3ccccc23)cc1 do in these assays?
HT1080 IDH1KD tx: -4%; HepG2 viability: 2%; ATXN viability: inactive; ATXN2 expr inh: 26%; IL-1B inflam inh: 18; MCF10A rereplic: inconclusive; KB-3-1 cytotox: 8%; HT1080-NT tox: -2%; SW480 rerep: -2%

What do the screens show for `CCN(CC)C(=O)N1CCN(Cc2ccc3c(c2)OCO3)CC1`?
HT1080 IDH1KD tx: 20%; HepG2 viability: 5%; ATXN viability: inactive; ATXN2 expr inh: 8%; IL-1B inflam inh: -24; MCF10A rereplic: 4%; KB-3-1 cytotox: -5%; HT1080-NT tox: 11%; SW480 rerep: 7%

How did CCOC(=O)[C@]12CCCC=C1N(Cc1cccc3ccccc13)C(=O)[C@H](CC(=O)N1CCOCC1)C2 do in these assays?
HT1080 IDH1KD tx: 1%; ATXN viability: inactive; ATXN2 expr inh: -12%; IL-1B inflam inh: 10; KB-3-1 cytotox: -3%; HT1080-NT tox: -3%

Results for CC(=O)N1CCCc2cc(S(=O)(=O)N3CCC(C(=O)NCCC(C)C)CC3)ccc21 ?
HepG2 viability: -17%; ATXN viability: inactive; ATXN2 expr inh: 6%; KB-3-1 cytotox: -6%

How did Cc1ccccc1Nc1nnc(SCC(=O)N(C)C2CCS(=O)(=O)C2)s1 (configuration not stated) do in these assays?
HT1080 IDH1KD tx: 7%; HepG2 viability: -1%; ATXN viability: inactive; ATXN2 expr inh: 4%; IL-1B inflam inh: 3; MCF10A rereplic: -2%; KB-3-1 cytotox: 1%; HT1080-NT tox: 16%; SW480 rerep: -1%

What do the screens show for `Cc1cccc(C)c1Nc1nnc(SCC(=O)NC(=O)c2cccn2C)s1`?
HT1080 IDH1KD tx: -7%; HepG2 viability: -11%; ATXN viability: inactive; ATXN2 expr inh: 2%; IL-1B inflam inh: 34; MCF10A rereplic: 5%; KB-3-1 cytotox: -1%; HT1080-NT tox: 1%; SW480 rerep: 4%

What do the screens show for `C#CCOCCOCCOCCNc1nc(N2CCN(C(=O)[C@H](CCC(=O)O)n3cc(C(N)CC(C)C)nn3)CC2)nc(N2CCN(C(=O)[C@H](CCC(=O)O)n3cc(C(N)CC(C)C)nn3)CC2)n1` (some centres not stated)?
HT1080 IDH1KD tx: 7%; HepG2 viability: 5%; ATXN viability: inactive; ATXN2 expr inh: 7%; IL-1B inflam inh: 14; MCF10A rereplic: 2%; KB-3-1 cytotox: 16%; HT1080-NT tox: 6%; SW480 rerep: -7%

How did c1ccc(OCCSc2ncnc3nc[nH]c23)cc1 do in these assays?
HT1080 IDH1KD tx: 0%; HepG2 viability: 5%; ATXN viability: inactive; ATXN2 expr inh: 39%[activator]; IL-1B inflam inh: 1; MCF10A rereplic: -7%; KB-3-1 cytotox: -11%; HT1080-NT tox: -4%; SW480 rerep: -2%

How did COc1ccc(-c2ccc(=O)n(Cc3cccc([N+](=O)[O-])c3)n2)cc1 do in these assays?
HT1080 IDH1KD tx: -3%; HepG2 viability: 29%; ATXN viability: inactive; IL-1B inflam inh: inconclusive; MCF10A rereplic: 16%; KB-3-1 cytotox: -22%; HT1080-NT tox: inconclusive; SW480 rerep: -2%

Results for Cc1nn(-c2ccccc2)c2c1N(CC(=O)N1CCN(c3ccc(Cl)cc3)CC1)C(=O)CS2 ?
HepG2 viability: -3%; ATXN viability: inactive; ATXN2 expr inh: -8%; KB-3-1 cytotox: -3%

How did Cn1c(O)c(N=NC(=O)C2COc3ccccc3O2)c2ccccc21 (configuration not stated) do in these assays?
HT1080 IDH1KD tx: -3%; HepG2 viability: -7%; ATXN viability: inactive; ATXN2 expr inh: -7%; IL-1B inflam inh: 24; MCF10A rereplic: 0%; KB-3-1 cytotox: -13%; HT1080-NT tox: 0%; SW480 rerep: -13%

How did O=C(OCc1cn([C@H]2CN(Cc3cccs3)[C@@H](c3ccccc3)C[C@@H]2O)nn1)c1ccccc1 do in these assays?
HT1080 IDH1KD tx: -11%; HepG2 viability: -65%; ATXN viability: inconclusive; ATXN2 expr inh: 0%; IL-1B inflam inh: 21; KB-3-1 cytotox: 1%; HT1080-NT tox: -1%

How did O=C(N[C@H](C(=O)O)c1ccccc1)C1CCC(Cn2cnc3ccccc3c2=O)CC1 (some centres not stated) do in these assays?
HT1080 IDH1KD tx: 13%; HepG2 viability: 2%; ATXN viability: inactive; ATXN2 expr inh: 1%; IL-1B inflam inh: 8; MCF10A rereplic: 0%; KB-3-1 cytotox: 14%; HT1080-NT tox: 26%; SW480 rerep: 0%

How did Cc1nnc(SCC(=O)N(C2CCCCC2)C2CCS(=O)(=O)C2)n1N (configuration not stated) do in these assays?
HT1080 IDH1KD tx: 12%; HepG2 viability: -8%; ATXN viability: inactive; ATXN2 expr inh: 10%; IL-1B inflam inh: 22; MCF10A rereplic: -12%; KB-3-1 cytotox: 4%; HT1080-NT tox: 15%; SW480 rerep: -103%[inhibitor]

How did CC(C)(C)c1ccc(C(=O)NCC(=O)OCC(=O)Nc2ccc3c(c2)OCCO3)cc1 do in these assays?
HT1080 IDH1KD tx: 13%; HepG2 viability: -5%; ATXN viability: inactive; IL-1B inflam inh: -1; MCF10A rereplic: 11%; KB-3-1 cytotox: -6%; HT1080-NT tox: 0%; SW480 rerep: -49%[inhibitor]

What do the screens show for `Cc1ccc(C(C(=O)NC(C)(C)C)N(C(=O)CCC(=O)Nc2ccccn2)c2ccccc2F)cc1` (configuration not stated)?
HT1080 IDH1KD tx: -2%; HepG2 viability: 8%; ATXN viability: inconclusive; ATXN2 expr inh: -11%; IL-1B inflam inh: inconclusive; MCF10A rereplic: 6%; KB-3-1 cytotox: -3%; HT1080-NT tox: -7%; SW480 rerep: 1%

What do the screens show for `CC(=O)Nc1ccc(C(=O)NCCCOC(C)C)cc1`?
HT1080 IDH1KD tx: 5%; HepG2 viability: -2%; ATXN viability: inactive; ATXN2 expr inh: 5%; IL-1B inflam inh: -1; MCF10A rereplic: 0%; KB-3-1 cytotox: 3%; HT1080-NT tox: 8%; SW480 rerep: 1%

Results for O=C(Nc1ccc2c(c1)OCO2)C1CCN(C(=O)c2ccc(Br)cc2)CC1 ?
HT1080 IDH1KD tx: -2%; HepG2 viability: 12%; ATXN viability: inactive; IL-1B inflam inh: 0; MCF10A rereplic: 0%; KB-3-1 cytotox: 0%; HT1080-NT tox: -3%; SW480 rerep: 0%

How did CC1(C)CC(=O)C2(CC3=C(CC(C)(C)CC3=O)O2)C(=O)C1 do in these assays?
HT1080 IDH1KD tx: 16%; HepG2 viability: 12%; ATXN viability: inconclusive; ATXN2 expr inh: -8%; IL-1B inflam inh: 2; MCF10A rereplic: -4%; KB-3-1 cytotox: 5%; HT1080-NT tox: 22%; SW480 rerep: 0%

What do the screens show for `Cc1onc(-c2c(F)cccc2Cl)c1C(=O)N1C=CC(C(F)(F)F)=NCC1`?
HT1080 IDH1KD tx: 2%; HepG2 viability: 7%; ATXN viability: inactive; ATXN2 expr inh: -1%; IL-1B inflam inh: 0; MCF10A rereplic: -1%; KB-3-1 cytotox: -1%; HT1080-NT tox: 5%; SW480 rerep: -5%

Results for Cc1ccc([N+](=O)[O-])c(OCCN2CCNCC2)c1 ?
HT1080 IDH1KD tx: 2%; HepG2 viability: -2%; ATXN viability: inactive; ATXN2 expr inh: 1%; IL-1B inflam inh: 0; MCF10A rereplic: 13%; KB-3-1 cytotox: -30%; HT1080-NT tox: 0%; SW480 rerep: -9%
